Bioassay records: PubChem, Broad Institute
C diff HTS = blocks growth of Clostridium difficile; Clostridium difficile clinical isolate growth, OD600, 24 h; hits give low values; growth activity, negative = inhibition, % at 16 µg/mL (by protocol); 86,000 compounds, 0.25% hits; AID 1259249;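 active = mean growth activity at or below -80% and every replicate also at or below -80%; inconclusive = mean at or below -80% but some replicate above -80%; inactive = mean growth activity above -80%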;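 note: 0% = DMSO wells and -100% = levofloxacin 16 µg/mL wells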
KDM4C inh = blocks human GASC-1 (KDM4C) demethylase activity; Q9H3R0; GST-KDM4C 2-372, H3K9me3 peptide, LANCE TR-FRET; inhibition, % at 12.5 µM; 96,000 compounds, 0.15% hits; AID 720574;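 active = mean replicate inhibition above about 25%, with at least 55% of replicates also reaching it, limit read from the data, passing the limit was not always enough; inconclusive = only one of those two conditions met; inactive = neither condition met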
Target sequence (Q9H3R0 2-372 limits assumed): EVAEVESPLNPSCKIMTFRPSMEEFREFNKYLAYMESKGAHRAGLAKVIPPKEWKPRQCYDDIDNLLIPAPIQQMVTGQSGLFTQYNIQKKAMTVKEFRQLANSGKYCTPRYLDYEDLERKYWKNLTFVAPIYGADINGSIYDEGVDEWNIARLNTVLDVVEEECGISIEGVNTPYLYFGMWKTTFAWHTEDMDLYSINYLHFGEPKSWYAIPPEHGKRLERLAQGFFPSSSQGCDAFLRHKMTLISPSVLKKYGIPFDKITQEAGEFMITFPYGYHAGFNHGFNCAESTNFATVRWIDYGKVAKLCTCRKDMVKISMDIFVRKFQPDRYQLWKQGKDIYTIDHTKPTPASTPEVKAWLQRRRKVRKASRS
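Test system – GST-tagged GASC-1 (JMJD2C) catalytic fragment, aa 2-372 · Medium – HEPES buffer, pH 7.5, plus ascorbate · Reagent – H3K9me3 peptide with Fe(II)/2OG · Compound – one test concentration per compound · Timing – 30 min reaction, 60 min detection, RT · Technique – TR-FRET with Eu antibody and ULight streptavidin, EDTA stop · Read-out basis – inhibition from TR-FRET ratio decrease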
Pf Dd2 inh = inhibitors of Plasmodium falciparum Dd2 growth; P. falciparum Dd2 growth, SYBR Green, 72 h; hits give low values; activity change, % at 10 µM; 94,000 compounds, 2.3% hits; in the data active = activity change below about -80%; inconclusive = no clear call, values can overlap the other calls
T cruzi growth = blocks T. cruzi growth in NIH3T3 culture. T. cruzi beta-gal in NIH3T3, GalScreen luminescence, 90 h. inhibition, % at 8.34 µM. 77,000 compounds, 5.9% hits;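 active = mean inhibition above about 93%, with at least 55% of replicates each passing it, limit read from the data, passing the limit was not always enough; inconclusive = only one of those two conditions holds; inactive = neither condition holds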
Starred values were filed as active, the others as inactive; ? = inconclusive; . = not tested or not shown; & = joins results of further samples.

C diff HTS,KDM4C inh,Pf Dd2 inh,T cruzi growth,mol
-1,-1.0,-6,29,COc1cccc(CN2[C@H](CO)[C@@H]3c4ccccc4N(C(=O)CC(F)(F)F)C[C@@H]32)c1
6,-3.9,-7,22,CO[C@@H]1CN(C)C(=O)c2cc(NS(=O)(=O)c3ccc(-c4ccccc4)cc3)ccc2OC[C@H](C)NC[C@@H]1C
-3,-0.3,-2,-72,O=C(C[C@@H]1C[C@@H]2c3cc(NS(=O)(=O)c4ccccc4)ccc3O[C@@H]2[C@@H](CO)O1)NC1CCCC1
-4,0.6,22,-13,C[C@H](CO)N1C[C@H](C)[C@H](CN(C)S(C)(=O)=O)Oc2ccc(NC(=O)Nc3ccc4c(c3)OCO4)cc2CC1=O
-1,-0.3,8,-1,O=C(C[C@H]1CC[C@H](NC(=O)Nc2ccc3c(c2)OCO3)[C@@H](CO)O1)NCCCN1CCOCC1
13,-2.1,-39,-17,C[C@@H]1CCCCO[C@@H](CN(C)S(=O)(=O)c2cn(C)cn2)[C@@H](C)CN([C@H](C)CO)C(=O)c2cc(NC(=O)Nc3cccc4ccccc34)ccc2O1
-3,0.3,.,-3,COCC(=O)Nc1ccc2c(c1)OC[C@H](C)N(C(C)=O)C[C@@H](C)[C@@H](OC)CN(C)C2=O
.,4.9,-8,.,CCCN(C)C[C@H]1Oc2cc(-c3cccc(F)c3)ccc2S(=O)(=O)N([C@@H](C)CO)C[C@H]1C
4,1.6,6,.,CCCNC(=O)N(C)C[C@@H]1Oc2ncc(-c3ccc(F)cc3)cc2C(=O)N([C@H](C)CO)C[C@H]1C
.,0.7,8,-56,CO[C@H]1CN(C)C(=O)c2ccc(NS(C)(=O)=O)cc2OC[C@@H](C)N(CC2CCCCC2)C[C@@H]1C
4&-7,-1.5,4,14,O=C(C[C@@H]1CC[C@H]2NC[C@H](O)COC[C@@H]2O1)NCc1ccc2c(c1)OCO2
9,1.9,-19,45,C[C@@H]1CCCCO[C@H](CN(C)C(=O)c2ccncc2)[C@H](C)CN([C@H](C)CO)C(=O)c2cc(NC(=O)CCC(F)(F)F)ccc2O1
-1,.,56,.,C/C=C/c1ccc2c(c1)[C@H]1[C@H](CCN1C(=O)COC)[C@@H](CO)N2
-16,-0.2,54,76,N#C[C@@H]1[C@@H](c2ccc(-c3ccncc3)cc2)[C@@H](CO)N1C(=O)CN1CCOCC1
-1,.,-36,54,C[C@H](CO)N1C[C@H](C)[C@H](CN(C)S(=O)(=O)c2ccc(Cl)cc2)Oc2c(NS(=O)(=O)c3cccs3)cccc2C1=O
15,-0.1,-30,103*,O=C(c1cccc(F)c1)N1CCCCN2[C@H](CO)[C@H](c3ccc(-c4ccccc4)cc3)[C@H]2C1
-1,-2.4,6,43,C[C@@H]1CCCCO[C@@H](CN(C)C(=O)NC2CCCCC2)[C@@H](C)CN([C@H](C)CO)C(=O)c2cc(NC(=O)Nc3cccc4ccccc34)ccc2O1
5,-0.7,-38,.,COc1ccc(CN2CC3(CCN(C(=O)C4CCOCC4)CC3)c3c(n(C)c4cc(OC)ccc34)[C@@H]2CO)cc1
-5,1.5,39,.,CO[C@@H]1CN(C)C(=O)c2cc(NC(=O)CC(F)(F)F)ccc2OC[C@@H](C)N(C(=O)c2ccccc2F)C[C@@H]1C
0,0.0,18,69,C[C@@H]1CN([C@@H](C)CO)C(=O)Cc2cc(N(C)C)ccc2O[C@@H]1CN(C)Cc1ccncc1

The final three entries of the section before come first, to join the parts.
C diff HTS,KDM4C inh,Pf Dd2 inh,T cruzi growth,mol
5,-0.7,-38,.,COc1ccc(CN2CC3(CCN(C(=O)C4CCOCC4)CC3)c3c(n(C)c4cc(OC)ccc34)[C@@H]2CO)cc1
-5,1.5,39,.,CO[C@@H]1CN(C)C(=O)c2cc(NC(=O)CC(F)(F)F)ccc2OC[C@@H](C)N(C(=O)c2ccccc2F)C[C@@H]1C
0,0.0,18,69,C[C@@H]1CN([C@@H](C)CO)C(=O)Cc2cc(N(C)C)ccc2O[C@@H]1CN(C)Cc1ccncc1
.,1.3,-4,57,COCCNC(=O)C[C@H]1C[C@H]2c3cc(NC(=O)Nc4ccc(C(F)(F)F)cc4)ccc3O[C@H]2[C@H](CO)O1
-3,-0.4,21,81,O=C(NC1CCCC1)N1CCCCN2[C@H](CO)[C@H](c3ccc(-c4cncnc4)cc3)[C@H]2C1
-6,1.4,6,5,COc1ccc(-c2cn(CC[C@@H]3CC[C@H](NS(=O)(=O)c4ccccc4C)[C@@H](CO)O3)nn2)cc1
-9,-0.2,-27,47,CC(C)NC(=O)Nc1ccc2c(c1)C(=O)N([C@H](C)CO)C[C@H](C)[C@H](CN(C)C(=O)Cc1ccccc1)OCCCC[C@H](C)O2
-8,-1.8,18,50,Cc1ccccc1-c1ccc([C@H]2[C@@H](CO)N3CCCCN(S(C)(=O)=O)C[C@@H]23)cc1
0,9.2,-3,.,COC(=O)[C@H]1[C@H](CO)[C@H]2Cn3c(ccc(-c4cccc(F)c4)c3=O)[C@H]2N1Cc1ccncc1
2,.,11,.,CN(C)C(=O)C[C@H]1C[C@@H]2c3cc(NC(=O)NC4CCCC4)ccc3O[C@@H]2[C@@H](CO)O1
.,6.0,-1,-64,O=C(Nc1cc(F)ccc1F)N[C@H]1CC[C@@H](CC(=O)N2CCc3ccccc3C2)O[C@H]1CO
5,1.2,29,-17,CCNC(=O)C[C@@H]1CC[C@H]2[C@H](COc3ccc(NC(=O)c4ccccc4)cc3C(=O)N2C)O1
-11,1.6,-31,.,CO[C@H]1CN(C)C(=O)c2ccc(NC(=O)C3CC3)cc2OC[C@H](C)N(CC2CCCC2)C[C@@H]1C
11,-0.6,-3,-46,C[C@H]1CN([C@@H](C)CO)C(=O)c2cc(NC(=O)Nc3ccc4c(c3)OCO4)ccc2O[C@H]1CN(C)Cc1ccc(-c2ccccc2)cc1
0,-0.2,-13,83,O=C(Nc1ccccc1)Nc1ccc2c(c1)[C@H]1C[C@H](CC(=O)N3CCOCC3)O[C@H](CO)[C@H]1O2
1,0.1,-6,-21,Cc1noc(C)c1NC(=O)Nc1ccc2c(c1)C(=O)N([C@H](C)CO)C[C@H](C)[C@@H](CN(C)S(=O)(=O)c1ccc(F)cc1)OCCCC[C@@H](C)O2
-1,1.1,-7,.,COc1ccc2c3c(n(C)c2c1)[C@H](CO)N(Cc1ccccc1)CC31CN(C)C1
1,4.0,11,27,CCC(=O)Nc1ccc2c(c1)C(=O)N(C)[C@@H]1CC[C@H](CC(=O)NCCOC)O[C@@H]1CO2
-1,0.4,0,-7,Cc1ccc(S(=O)(=O)N[C@@H]2C=C[C@@H](CC(=O)N3CCN(c4ccccc4)CC3)O[C@@H]2CO)cc1
-2,-0.7,-24,30,Cc1cc(C(=O)Nc2cccc3c2O[C@@H](CN(C)CC2CCCCC2)[C@H](C)CN([C@H](C)CO)C3=O)n(C)n1
-2,0.1,54,4,COCC(=O)N(C)C[C@@H]1Oc2ncc(-c3cccc(OC)c3)cc2C(=O)N([C@@H](C)CO)C[C@@H]1C
-2,0.7,75,.,COc1ccc2c3c([nH]c2c1)[C@@H](CO)N(C(=O)CN(C)C)CC31CN(C(=O)c2cccnc2)C1
-8,0.0,-32,.,COc1ccc2c3c([nH]c2c1)[C@@H](CO)N(C(=O)C1CCCC1)CC31CN(C)C1

Next section, starting with the last four of the part before.
C diff HTS,KDM4C inh,Pf Dd2 inh,T cruzi growth,mol
-2,-0.7,-24,30,Cc1cc(C(=O)Nc2cccc3c2O[C@@H](CN(C)CC2CCCCC2)[C@H](C)CN([C@H](C)CO)C3=O)n(C)n1
-2,0.1,54,4,COCC(=O)N(C)C[C@@H]1Oc2ncc(-c3cccc(OC)c3)cc2C(=O)N([C@@H](C)CO)C[C@@H]1C
-2,0.7,75,.,COc1ccc2c3c([nH]c2c1)[C@@H](CO)N(C(=O)CN(C)C)CC31CN(C(=O)c2cccnc2)C1
-8,0.0,-32,.,COc1ccc2c3c([nH]c2c1)[C@@H](CO)N(C(=O)C1CCCC1)CC31CN(C)C1
3,0.7,-63,?,COc1ccc(S(=O)(=O)Nc2ccc3c(c2)C(=O)N([C@H](C)CO)C[C@H](C)[C@@H](CN(C)S(=O)(=O)c2ccc(OC)cc2)OCCCC[C@H](C)O3)cc1
.,0.7,2,4,Cc1ccc(S(=O)(=O)Nc2ccc3c(c2)C(=O)N([C@@H](C)CO)C[C@H](C)[C@@H](CN(C)C(=O)Nc2ccc4c(c2)OCO4)O3)cc1
20,-0.8,-38,103*,C[C@H](CO)N1C[C@H](C)[C@H](CN(C)Cc2ccc3c(c2)OCO3)OCCCC[C@H](C)Oc2ccc(NC(=O)Nc3ccccc3)cc2C1=O
-4,1.7,-6,-1,COCCNC(=O)C[C@@H]1C[C@@H]2c3cc(NC(=O)COC)ccc3O[C@@H]2[C@H](CO)O1
1,-0.5,-15,67,COc1ccc(CN2[C@H](CO)[C@@H]3c4ccccc4N(C(=O)Nc4ccc(F)cc4)C[C@@H]32)cc1
.,0.6,6,96,C[C@@H]1CN([C@H](C)CO)C(=O)c2cc(NS(=O)(=O)c3ccc(Cl)cc3)ccc2O[C@H]1CN(C)Cc1ccc(C(=O)O)cc1
-1,-0.6,6,-33,CCCNC(=O)C[C@H]1CC[C@H]2[C@H](COc3ccc(NC(=O)c4cccc(C(F)(F)F)c4)cc3C(=O)N2C)O1
.,1.1,32,50,CO[C@@H]1CN(C)C(=O)c2ccc(NS(=O)(=O)CC(F)(F)F)cc2OC[C@H](C)N(Cc2cccnc2)C[C@H]1C
-14&26,1.0,-59&16,.,N#Cc1cccc(-c2ccc(C3[C@H]4CNC[C@@H]3N4S(=O)(=O)c3cccc(F)c3)cc2)c1 (some centres not stated)
1,3.2,-31,6,C/C=C/c1cnc2c(c1)C(=O)N([C@H](C)CO)C[C@@H](C)[C@H](CN(C)C(=O)c1ccc3c(c1)OCO3)O2
-3,0.2,.,30,CO[C@@H]1CN(C)C(=O)c2ccc(NC(=O)NC(C)C)cc2OC[C@H](C)NC[C@H]1C
7,3.3,-31,10,C[C@@H]1CN([C@@H](C)CO)S(=O)(=O)c2ccc(C#CC3(O)CCCC3)cc2O[C@@H]1CN(C)C(=O)Nc1ccc(F)cc1
.,-0.2,-8,-18,O=C(C[C@@H]1C=C[C@@H](NC(=O)Nc2cc(F)ccc2F)[C@H](CO)O1)Nc1ccccc1
2,1.9,-42,.,COc1ccc2c3c(n(C)c2c1)[C@H](CO)N(Cc1ccccc1OC)CC31CCN(C)CC1
13,1.3,-7,67,O=C(Nc1ccc(F)cc1)N1CCCCN2[C@H](CO)[C@H](c3ccc(-c4ccncc4)cc3)[C@@H]2C1
0,-1.6,18,37,C[C@H](CO)N1C[C@H](C)[C@H](CN(C)Cc2ccc(C(=O)O)cc2)Oc2ccc(NS(=O)(=O)c3ccc(F)cc3)cc2CC1=O
-1,-2.5,-12,.,CN(C)C(=O)C[C@@H]1C=C[C@H](NC(=O)NC2CCCCC2)[C@@H](CO)O1
-1,0.4,34,-2,CO[C@H]1CN(C)C(=O)c2cc(NC(=O)NC3CCCCC3)ccc2OC[C@H](C)N(C)C[C@@H]1C
8&-7,2.1,10,-5,O=C(C[C@@H]1CC[C@H]2[C@@H](COC[C@H](O)CN2Cc2nccs2)O1)NCc1ccccc1Cl
.,-0.2,-76,-9,CCC(=O)Nc1ccc2c(c1)C(=O)N(C)C[C@H](OC)[C@H](C)CN(Cc1cccc(F)c1)[C@@H](C)CO2
2,-2.6,-3,-6,CC(C)NC(=O)Nc1cccc2c1O[C@@H](CN(C)CC1CCCCC1)[C@@H](C)CN([C@@H](C)CO)C2=O
.,-0.5,5,.,CO[C@H]1CN(C)C(=O)c2cc(NC(C)=O)ccc2OC[C@@H](C)N(C(=O)C2CCOCC2)C[C@@H]1C
-4,1.3,-47,.,COc1cc(CN2CC3(CN(C(=O)Nc4c(C)noc4C)C3)c3c(n(C)c4cc(OC)ccc34)[C@H]2CO)cc(OC)c1
-1,0.1,.,-24,CNC[C@H]1OCCCC[C@@H](C)Oc2ccc(NC(=O)NC3CCCCC3)cc2C(=O)N([C@H](C)CO)C[C@H]1C
73,-0.6,-1,55,C[C@@H]1CN([C@@H](C)CO)C(=O)c2cccc(NC(=O)Nc3ccc(C(F)(F)F)cc3)c2O[C@H]1CN(C)C(=O)Nc1ccc(C(F)(F)F)cc1
16,-1.3,-19,.,Cc1ccccc1-c1ccc([C@H]2[C@@H](CO)N3C(=O)CN(C(=O)c4ccc(F)cc4)C[C@@H]23)cc1
0,2.4,2,-36,CCCNC(=O)C[C@@H]1C[C@H]2c3cc(NC(=O)c4ccc5c(c4)OCO5)ccc3O[C@H]2[C@H](CO)O1
0,-1.2,-25,0,O=C(C[C@@H]1C[C@H]2c3cc(NC(=O)Cc4ccncc4)ccc3O[C@H]2[C@H](CO)O1)NCc1cc(F)ccc1F
